Assay outcomes as filed in PubChem BioAssay.
SV40 large T antigen = SV40 large T antigen inhibitors, biochemical (AID 1903). SV40 large T antigen ATPase/helicase inhibition assay; higher % means a stronger effect. inhibition, % at 20 µM, or IC50 in µM where a hit was titrated. 310,000 tested, 0.39% active; in the data active = a potency from the dose series; inconclusive = inhibition mostly from about 32% at the one dose, without a potency; inactive = the rest, 99 in 100 with inhibition below about 32%; also: strong numbers were not always called active
TNAP activators = stimulation of alkaline phosphatase TNAP activity – biochemical, luminescent, no phosphate acceptor, uHTS, primary screen (AID 1001); purified TNAP, luminescent activation assay, no phosphate acceptor; higher activation fold means a stronger effect; activation fold at 20 µM; hits with a dose series show EC50 in µM; 200,000 tested, 0.03% active; in the data active = activation fold from about 3, or a potency from the dose series; inactive = the rest, 99 in 100 with activation fold below about 1.6; also: many of its hits are not listed in these tables
human PMI inhibition = inhibitors of human PMI, primary screen, biochemical, fluorescence intensity, coupled assay (AID 1209). inhibition, % at 20 µM; hits with a dose series show IC50 in µM. purified PMI enzyme, coupled fluorescence intensity; higher % means a stronger effect. 190,000 tested, 0.42% active;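 also: plate controls were DMSO vehicle for no effect and wells lacking substrate for full effect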
RSV antiviral HEp-2 = inhibition of RSV-induced cytopathic effect – HEp-2 cells, primary 10 µM value included (AID 2391) | HEp-2 cells, RSV-induced CPE inhibition; higher % means a stronger effect | one-dose CPE inhibition, % at 10 µM; IC50 in µM for titrated hits | 310,000 tested, 0.13% active; in the data active = a potency from the dose series; inconclusive = CPE inhibition mostly from about 23% at the one dose, without a potency; inactive = the rest, 99 in 100 with CPE inhibition below about 21%; also: strong numbers were not always called active
ER stress rescue = protection against thapsigargin-triggered cell killing – 384-well, CSM14.1, ATP luminescence, primary screen (AID 1222) | CSM14.1 thapsigargin-induced death rescue, ATP luminescence; higher % means a stronger effect | 190,000 tested, under 10 active | one-dose cellular ATP content (survival), % at 20 µM; EC50 in µM for titrated hits;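 active = EC50 below 50 µM in the dose-response confirmation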;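 also: death triggered by thapsigargin at about 15 µM added after 2 h compound pretreatment; cell ATP read after overnight thapsigargin exposure of roughly 18 to 22 hours; normalized against plate controls of thapsigargin alone and 5% DMSO vehicle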
Insulin prom up = MIN6 insulin promoter up-regulation | 190,000 tested, 0.3% active | AID 1625 | z-score at 5 µM | MIN6 insulin promoter-GFP reporter, high-content imaging; stronger effect = higher value;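 active = z-score above 3 at 5 µM with at least 500 cells counted in the well; inconclusive = wells under 500 cells, flagged as cytotoxic or low count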
West Nile virus CPE = inhibition of WNV-induced cytopathic effect – cell-based, CPE readout (AID 1621). West Nile virus-infected cells, CPE inhibition; higher % means a stronger effect. CPE inhibition, % at 10 µM, or IC50 in µM where a hit was titrated. 290,000 tested, 0.02% active; in the data active = a potency from the dose series; inconclusive = CPE inhibition mostly from about 3.7% at the one dose, without a potency; inactive = the rest, 99 in 100 with CPE inhibition below about 2.2%; also: strong numbers were not always called active
Salmonella PhoP GFP = PhoP-dependent GFP reporter repression – Salmonella Typhimurium, primary screen (AID 1863). S. Typhimurium PhoP-regulated promoter GFP reporter, 4 h; higher % means a stronger effect. 300,000 tested, 0.16% active. one-dose inhibition, % at 50 µM; IC50 in µM for titrated hits;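 active = inhibition over 29.93%, a cutoff 3 SD above the screen mean, later confirmed by dose response; inconclusive = inhibition over 29.93% but no dose response follow-up; inactive = inhibition at most 29.93% or unconfirmed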;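 also: 0% = low Mg2+ inducing control and 100% = high Mg2+ repressing control; strong numbers were not always called active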
human PMI inhibitors = human PMI inhibitors, high substrate, primary screen, biochemical, fluorescence intensity, high mannose 6-phosphate (AID 1220) | recombinant PMI enzyme, coupled fluorescence intensity; higher % means a stronger effect | one-dose inhibition, % at 20 µM; IC50 in µM for titrated hits | 190,000 tested, 0.66% active
Insulin prom up cell count = second read-out of Insulin prom up, no call of its own (marks repeat the call); cell count; measured here: cytotoxicity, nuclei count;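 total cells summed across four imaged fields per well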
Numbers without * were called inactive; u = inconclusive; x = not tested or not shown. Rule as the data show it, unless noted: active = inhibition above about 50%; inactive = the rest.

#	Compound	Insulin prom up	SV40 large T antigen	Salmonella PhoP GFP	human PMI inhibitors	human PMI inhibition	Insulin prom up cell count	West Nile virus CPE	TNAP activators	RSV antiviral HEp-2	ER stress rescue
1	COc1ccc(S(=O)(=O)N2CCCCC2)cc1NC(=S)Nc1ccccc1	-0.85	11%	-3%	-4%	10%	1496	-0.9%	1.2	1.4%	-2.7%
2	CCCOc1cccc(-c2nc3ccccc3c(=O)o2)c1	-0.01	10%	-10%	15%	16%	1393	-0.8%	1	8.2%	-4.7%
3	COc1ccc(N=C2C(=Nc3ccc(OC)cc3)N(c3ccc(OC)cc3)C(=S)N2c2ccccc2)cc1	0.35	1%	5%	16%	24%	648	-0.1%	0.9	0.0%	1.2%
4	CC(=O)c1cccc(N(C(=O)c2ccco2)C(C(=O)NC2CCCCC2)c2ccc(C)o2)c1 (stereo not given)	x	2%	7%	x	x	x	-1.0%	x	0.4%	x
5	Clc1ccc(-c2nnc(CCc3ccccc3)o2)c(Cl)c1	-0.38	18%	-2%	5%	10%	1577	-0.6%	1.1	u	1.0%
6	O=C(/C=N/O)NCc1ccncc1	-0.16	5%	-4%	2%	2%	1277	0.2%	1.1	1.2%	x
7	Cn1c2c(c(=O)n(C)c1=O)C(c1cccc(F)c1)C(C#N)=C(N)O2 (stereo not given)	0.26	9%	-5%	x	x	1063	0.0%	x	1.0%	x
8	CCCCCN=C(N)N/N=C/c1c[nH]c2ccc(OC)cc12	x	u	51µM*	x	x	x	-1.8%	x	-3.8%	x
9	Cc1c(C)c2cc3c4c(oc3c(C)c2oc1=O)CCCC4	-2.2	1%	4%	-1%	1%	970	-0.6%	1.1	3.9%	-0.2%
10	N#CC1=C(SCC(=O)c2ccccc2)NC2=C(C(=O)CCC2)C1c1ccco1 (stereo not given)	-2.4	16%	-13%	-30%	-4%	678	x	1	2.3%	-1.1%
11	Cc1[nH]c(=O)c(C#N)c2c1CCCC2	0.18	-4%	-8%	8%	14%	1889	0.0%	1	1.2%	-2.3%
12	O=C(c1ccc(Cl)c(Cl)c1)N(Cc1ccco1)c1ccc(O)cc1	0.06	7%	0%	8%	12%	1337	1.1%	1.1	3.2%	-1.8%
13	COc1cccc(C2=NN(C(=O)c3ccco3)C(c3ccco3)C2)c1 (stereo not given)	x	29%	-4%	x	x	x	-0.3%	x	1.9%	x
14	CC(=O)N1C(C(=O)O)Cc2c([nH]c3ccccc23)C1(C)C (stereo not given)	x	5%	0%	x	x	x	-0.1%	x	-0.1%	x
15	Nc1nc2c(F)c(F)c(F)cc2s1	-0.29	7%	5%	-10%	1%	1205	-0.2%	1.1	16%	-0.9%
16	CC1(C)CC(=O)C(C(C2=C(O)CC(C)(C)CC2=O)c2cccc(O)c2)C(=O)C1 (stereo not given)	0.82	0%	0%	-14%	-5%	1482	0.5%	1.1	1.3%	-2.6%

Records listed above shown as hits in Salmonella PhoP GFP:
entry	SMILES	SV40 large T antigen	Salmonella PhoP GFP	human PMI inhibitors	human PMI inhibition	West Nile virus CPE	TNAP activators	RSV antiviral HEp-2
8	CCCCCN=C(N)N/N=C/c1c[nH]c2ccc(OC)cc12	u	51µM*	x	x	-1.8%	x	-3.8%

(continued)
#	Compound	Insulin prom up	SV40 large T antigen	Salmonella PhoP GFP	human PMI inhibitors	human PMI inhibition	Insulin prom up cell count	West Nile virus CPE	TNAP activators	RSV antiviral HEp-2	ER stress rescue
17	CCN(CCC#N)c1ccc(N2C(=O)CCCC2=O)cc1[N+](=O)[O-]	x	10%	12%	x	x	x	0.2%	x	5.1%	x
18	Cc1c(NC(=O)C23CC4CC(CC(Br)(C4)C2)C3)c(=O)n(-c2ccccc2)n1C	x	1%	2%	x	x	x	-0.1%	x	0.6%	x
19	O=C(Nc1ccc(Cl)cc1)Nc1ccc(C(=O)N2CCOCC2)cc1	-0.66	4%	-8%	x	x	1115	-0.4%	x	x	x
20	Cc1cc(C)nc(SCC(=O)N/N=C/C=C/c2ccccc2)n1	x	16%	-5%	13%	11%	x	-0.6%	1.1	1.2%	-4.1%
21	C[N+](C)(C)CCCCCCCCCC[N+](C)(C)C	x	10%	-6%	10%	2%	x	1.0%	1	1.6%	-1.1%
22	COC(=O)c1[nH]c2cc(OC)ccc2c1NC(=O)c1nonc1C	0.45	-9%	3%	4%	4%	1515	-0.4%	1	0.8%	1.9%
23	C=CCn1c(SCC(=O)NC(C)(C)C)nnc1-c1ccccc1O	-0.23	0%	-5%	3%	9%	896	-0.5%	1.1	-0.3%	-0.7%
24	OCc1nc2ccccc2n1C/C=C/c1ccccc1	-0.46	-1%	2%	-2%	-10%	1383	-0.8%	1	1.3%	0.6%
25	CC(=O)NCCC(=O)N1CCCC(C(=O)c2ccc3c4c(cccc24)CC3)C1 (stereo not given)	-0.37	9%	1%	11%	6%	1454	-1.1%	1.1	1.9%	0.9%
26	Cc1cccc(/C(N)=N/OC(=O)N2CCOCC2)c1	-0.61	3%	-20%	8%	11%	1321	u	1.2	0.5%	2.5%
27	CC1CCCCC1NC(=O)CCCn1c(=S)[nH]c2ccccc2c1=O (stereo not given)	-0.24	23%	1%	-12%	-7%	1236	-0.8%	1	-1.5%	-0.2%
28	COc1cc(-c2cc(C(=O)NN3CCN(C)CC3)c3ccccc3n2)cc(OC)c1OC	0.18	10%	-1%	-12%	-7%	1116	1.3%	1.1	0.3%	-2.7%
29	O=C(Nc1ccccc1N1CCN(C(=O)c2ccccc2)CC1)c1ccc(Br)o1	x	13%	1%	x	x	x	0.0%	x	11%	x
30	CC/C(=N\NC(N)=O)c1ccc(OC)c(OC)c1	0.94	8%	-2%	x	x	1081	0.7%	x	u	x
31	Cc1ccc(O)c(NC(=S)NC(=O)COc2ccc(Br)cc2)c1	0.7	-7%	-2%	10%	6%	1323	0.5%	1.1	0.6%	-1.0%
32	COc1ccc(NCc2ccc([N+](=O)[O-])s2)cc1	-0.6	29%	3%	-58%	-32%	2087	-1.4%	0.8	2.1%	-1.7%
33	COc1cccc(N2CCN(c3ccc4nnc(CCC(=O)Nc5cccc(C(C)=O)c5)n4n3)CC2)c1	x	7%	-8%	x	x	x	0.5%	x	0.4%	x
34	O=C(Oc1ccc2c3c(c(=O)oc2c1)CCC3)c1ccccc1[N+](=O)[O-]	-0.33	10%	10%	1%	12%	1448	-0.2%	1.1	1.2%	2.5%
35	COc1ccc(CN2CC(=O)N(c3ccccc3C)C2=S)cc1OC	-1.4	0%	5%	-7%	-6%	1200	-1.0%	1.1	0.9%	-2.4%
36	CCC(C)c1ccc(NC(=O)Nc2cccnc2)cc1 (stereo not given)	x	4%	1%	x	x	x	-0.9%	x	38%	x
37	CN(C)S(=O)(=O)c1ccc(Cl)c(NC(=O)COC(=O)CCC(=O)c2cccs2)c1	0.26	5%	5%	x	x	1444	0.1%	x	0.8%	x
38	Cc1c(C(=O)N/N=C/C(C)C)[nH]c2c([N+](=O)[O-])cccc12	0.17	1%	-12%	16%	14%	1404	-0.1%	1.1	2.5%	-0.5%
39	O=C(CCCCn1c(=O)[nH]c2ccccc2c1=O)NCc1ccc2c(c1)OCO2	0.09	15%	3%	-2%	-9%	1393	0.2%	1	2.0%	-0.4%
40	CCN1C(=O)CSC1=Nc1ccc(OC)cc1	x	9%	0%	x	x	x	-0.3%	x	1.0%	x
41	CC(CC(=O)O)CC(=O)NNC(=O)c1cccc(Br)c1 (stereo not given)	-0.89	-4%	-7%	-4%	-9%	1373	0.6%	1.1	-0.2%	-11%
42	CC(=O)c1ccc(NC(=O)CSC(=S)N2CCCC2)cc1	0.07	4%	6%	0%	-2%	1720	-0.1%	1.1	0.8%	-1.7%
43	Cc1ccc(N(C(=O)Cc2cccs2)C2C=CS(=O)(=O)C2)cc1Cl (stereo not given)	x	2%	21%	4%	-1%	x	-0.7%	0.9	-0.3%	0.1%
44	CCOc1ccc(N(CC(=O)N2CCOCC2)S(=O)(=O)c2ccc(SC)cc2)cc1	x	6%	0%	x	x	x	-0.8%	x	2.0%	x
45	CCOCCc1nnc(NC(=O)C2CC(=O)N(c3ccc(OCC)cc3)C2)s1 (stereo not given)	x	7%	-4%	x	x	x	-0.6%	x	1.2%	x
46	Cn1c(N)c(C(=O)COC(=O)c2ccc3c(c2)C(=O)N(c2ccc(Cl)cc2)C3=O)c(=O)n(C)c1=O	0.76	6%	-1%	4%	4%	1653	0.3%	1	0.8%	-2.5%
47	CCOC(=O)c1c(C)[nH]c(C)c1C(=O)COc1ncnc2cc([N+](=O)[O-])ccc12	-0.62	6%	1%	6%	1%	1284	x	1	1.8%	-0.4%
48	COc1cccc(-c2nc(CS(=O)(=O)CC(=O)NCCCN3CCOCC3)c(C)o2)c1	x	3%	1%	x	x	x	-0.1%	x	0.5%	x
49	Cc1c(C(=O)O)c(=O)n(-c2ccccc2)n1-c1ccccc1	1.5	6%	-5%	8%	6%	1442	0.4%	1.1	3.3%	-0.5%
50	COc1ccc(OC)c(/C=N/Nc2cc(C)nc(N3CCOCC3)n2)c1	-0.51	13%	-5%	x	x	1030	0.5%	x	2.8%	x
51	Cc1nn(CCCC(=O)NCCc2ccccc2)c(=O)c2nn(-c3ccccc3)c(C)c12	x	13%	4%	x	x	x	-0.4%	x	6.2%	x
52	COc1ccc(S(=O)(=O)N(C)CC(=O)NCc2cccnc2)cc1C	0.04	1%	1%	6%	5%	1380	-0.4%	1.1	0.5%	-1.3%
53	CC(=O)Nc1ccc(NC(=O)C(C)OC(=O)C2CCN(S(=O)(=O)c3cccs3)CC2)cc1 (stereo not given)	0.17	22%	-9%	x	x	1005	0.4%	x	1.8%	x
54	O=C1CCc2cc(S(=O)(=O)N3CCC(C(=O)NC4CCCCCCC4)CC3)ccc2N1	0.93	3%	6%	-4%	6%	875	-0.3%	1	-1.6%	2.2%
55	CCOc1ccccc1-c1nc(CN2CCC(C(=O)N3CCOCC3)CC2)c(C)o1	x	27%	2%	x	x	x	-0.8%	x	-0.3%	x

No enrichment for hits; about 1.5% have a hit in one of these screens.
